From PubChem BioAssay
IMPase Li inh = cell-permeable IMPase inhibitors with lithium potentiation; Potency, µM (titrated, usually from 59.4 µM), inactives show at the highest dose activity, negative = IMPase inhibition, hits mostly inhibitors; AID 1457; 0.35% of 210,000 active; CHO-M1 cells, IP1 TR-FRET (IP-One), carbachol + lithium;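 also: IP1 builds up when IMPase is blocked and the TR-FRET signal falls; potency is read from the fitted curve at half-maximal effect; plate controls were basal vehicle for no effect and high inhibitor control for full effect; nearly all actives have a fitted effect of over 50% in size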
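Lithium-sensitised IP1 accumulation assay; M1-expressing CHO cells treated 30 min at 37C with compound. Competitive antibody detection by time-resolved FRET followed a 10 min room-temperature lysis step.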
Epigenetic reg = regulators of epigenetic silencing causing reporter derepression in mouse cells; AID 1865; murine LDR cells, GFP reporter derepression, 30 h; 0.2% of 280,000 active; Potency, µM (series often up to 53.9 µM), for inactives: at the highest dose GFP activation, hits mostly activators; also: potency is read from the fitted curve at half-maximal effect; % of control where 0% means no effect; nearly all actives have a fitted effect of over 60% in size
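Derepression of a silenced CMV-GFP reporter in murine LDR cells is scored by enumerating GFP-positive cells with a laser-scanning microplate cytometer after 30 hours of treatment at 37 C.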
LMNA splice mod = modulators of lamin A splicing | HeLa LMNA splicing GFP/RFP minigene ratio, 48 h | 0.01% of 200,000 active | Potency, µM (doses to about 46.1 µM), without a hit: at the highest dose ratio change, negative = inhibition, actives largely listed as inhibitors; active = well fitted inhibition curve with a large enough effect in the signal ratio, with a control signal flat, not every such curve was filed as active; inconclusive = small, poorly fitted or top-dose-only effect, or effect the other way, or a change in a side signal; the % refers to the signal ratio; also: potency is read from the fitted curve at half-maximal effect; % is scaled to controls: 0 for no effect and ±100 for the full control effect
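S3 HeLa stable clones carrying a lamin A-EGFP splicing minigene plus DsRed2 were seeded at 600 cells/well in Opti-MEM with 2% FBS, pin-dosed and incubated 48 h at 37°C. Acumen cytometry (488 nm) gave the GFP/RFP total-intensity ratio.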
NPSR antag = neuropeptide S receptor (human) antagonism, cAMP | Q6W5P4 | CHO-NPSR cells, cAMP TR-FRET, antagonist mode | Potency, µM (highest dose often 38.3 µM), without a hit: top-dose activity change, negative = inhibition, actives largely listed as inhibitors | 1% of 220,000 active | AID 1461; also: potency is read from the fitted curve at half-maximal effect; % is scaled to controls: 0 for no effect and ±100 for the full control effect; nearly all actives have a fitted effect of over 50% in size; many of its hits are not listed in these tables
Target sequence (Q6W5P4 whole entry, looked up): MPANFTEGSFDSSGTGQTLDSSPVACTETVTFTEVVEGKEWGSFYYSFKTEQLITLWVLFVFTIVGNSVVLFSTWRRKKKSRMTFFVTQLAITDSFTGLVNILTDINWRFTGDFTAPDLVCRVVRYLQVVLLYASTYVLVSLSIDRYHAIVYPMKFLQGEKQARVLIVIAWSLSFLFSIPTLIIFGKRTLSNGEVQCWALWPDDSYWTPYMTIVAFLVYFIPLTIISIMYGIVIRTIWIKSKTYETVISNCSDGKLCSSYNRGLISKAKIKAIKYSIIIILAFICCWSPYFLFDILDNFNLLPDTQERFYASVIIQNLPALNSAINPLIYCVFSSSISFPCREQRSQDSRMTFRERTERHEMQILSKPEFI
HTT aggregate = reduces HttQ103-GFP aggregates in PC12 cells; PC12 HttQ103-GFP aggregates, Acumen cytometry, 40 h; Potency, µM (doses to about 46.1 µM), for inactives: at the top dose activity change, negative = inhibition, actives largely listed as inhibitors; AID 1688; 1.1% of 220,000 active; also: potency is read from the fitted curve at half-maximal effect; % is scaled to controls: 0 for no effect and ±100 for the full control effect; nearly all actives have a fitted effect of over 60% in size
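PC12 cells with ecdysone-inducible HTT exon1 Q103-GFP, induced by 100 nM tebufenozide, given compounds in a concentration series. GFP aggregates (1–25 um, 6 SD above background) counted in lysates by laser-scanning cytometry, 488 nm excitation.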
Luc counter = blocks Kinase-Glo luciferase, a counter-screen artifact | Kinase-Glo luciferase, ATP luminescence, 8 min | 0.28% of 200,000 active | AID 1379 | Potency, µM (highest dose often 38.3 µM), without a hit: at the highest dose activity change, negative = inhibition, hits mostly inhibitors | Q27757; also: potency is read from the fitted curve at half-maximal effect; % is scaled to controls: 0 for no effect and ±100 for the full control effect; nearly all actives have a fitted effect of over 60% in size
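Substrate mix (final 50 mM imidazole pH 7.2, 50 mM KCl, 7 mM MgCl2, 10 uM ATP, 0.01% Tween 20, 0.05% BSA) plus pin-tool compound, then Kinase-Glo detection mix; 8 min ambient, luminescence read.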
CBFb-RUNX1 inh = CBF-beta/RUNX1 interaction disruption. Q01196+Q13951. AlphaScreen CBFb-His/RUNX1-biotin binding, biochemical. Potency, µM (titrated, usually from 59.8 µM), without a hit: at the top dose activity, negative = inhibition, usual class: inhibitors. 230,000 tested, under 10 active. AID 1477; also: % of control where 0% means no effect
Target sequence (Q01196 whole entry, looked up): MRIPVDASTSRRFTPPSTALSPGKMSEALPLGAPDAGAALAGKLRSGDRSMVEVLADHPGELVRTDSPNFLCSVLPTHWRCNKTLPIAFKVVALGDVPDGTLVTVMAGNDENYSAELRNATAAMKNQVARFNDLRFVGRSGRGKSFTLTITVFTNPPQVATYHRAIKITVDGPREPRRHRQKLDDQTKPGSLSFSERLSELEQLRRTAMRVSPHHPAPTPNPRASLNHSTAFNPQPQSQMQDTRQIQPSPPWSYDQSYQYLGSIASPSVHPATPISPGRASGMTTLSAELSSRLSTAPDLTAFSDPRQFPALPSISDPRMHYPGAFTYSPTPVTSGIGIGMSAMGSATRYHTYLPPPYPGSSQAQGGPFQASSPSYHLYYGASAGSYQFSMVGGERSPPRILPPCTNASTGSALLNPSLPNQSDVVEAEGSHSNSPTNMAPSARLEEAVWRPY
Target sequence (Q13951 whole entry, looked up): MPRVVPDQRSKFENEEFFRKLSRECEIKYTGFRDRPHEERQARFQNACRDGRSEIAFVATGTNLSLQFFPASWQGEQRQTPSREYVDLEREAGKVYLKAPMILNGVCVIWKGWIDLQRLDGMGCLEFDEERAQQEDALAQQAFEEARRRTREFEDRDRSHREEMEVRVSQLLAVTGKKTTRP
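Bead-based AlphaScreen assay; binding partners His-tagged CBF-beta and biotinylated RUNX1 at 30 nM each. Compound exposure 15 min after a 20-min protein preincubation; bead step 90 min; all steps at room temperature.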
An asterisk follows results filed as active; ? = inconclusive; · = no result given; [ ] = dose if it differs, or a comment. Unless noted, calls follow the shape of the dose curve; as a rule, active = well fitted curve in the direction sought with a large enough effect; inconclusive = small, poorly fitted or top-dose-only effect, or another doubt; inactive = no such curve, though single readings can be large; an effect the other way counts as inactive or inconclusive.

compound	HTT aggregate	Epigenetic reg	Luc counter	CBFb-RUNX1 inh	NPSR antag	LMNA splice mod	IMPase Li inh
O=C(c1ccc2c3c(cccc13)CC2)C1CCCN(C(=O)c2cc[n+]([O-])cc2)C1 (stereo not drawn)	0%[9.22 µM]	-0.1%	1%	-17%	6%	·	-10%
O=C(c1ccc(Br)o1)N(c1ccc(Br)cc1)C1C=CS(=O)(=O)C1 (stereo not drawn)	-19%	-5.9%	4%	8%	7%[46.1 µM]	-18%	8%
CC(=O)c1cccc(NC(=S)N2CCN(CCN3C(=O)c4cccc5cccc(c45)C3=O)CC2)c1	-13%	2.3%	0%	2%	-2%	·	-6%
Cc1ccc2cc(CN(C(=O)c3ccco3)c3cccc(C)c3C)c(=O)[nH]c2c1	4%[9.22 µM]	-2.4%	·	0%	22%	·	·
CC1CCCCN1C(=O)c1ccc(OC2CCN(S(=O)(=O)N(C)C)CC2)cc1 (stereo not drawn)	23%[9.22 µM]	-5.7%	-6%	2%	5%	3%[46 µM]	6%
Cc1noc(NS(=O)(=O)c2cccc3c(N(C)C)cccc23)c1C	·	1.6%	1%	2%[21.7 µM]	·	·	-12%
O=C1c2ccccc2NC(c2ccc(O)cc2)N1Cc1ccco1 (stereo not drawn)	1%	0.6%	-4%	-2%	-18%[46.1 µM]	-12%	3%[38.3 µM]
CCCCNc1ccc2c3c(cccc13)C(=O)N(CCCC)C2=O	?	3.2µM*	·	?	?	·	·
CCn1c(/C=C/N(C(C)=O)c2ccccc2)[n+](CC)c2ccc(Cl)cc21	-4%	0.0%	0%	5%	3%	?	17%
Cc1ccc2[nH]c(=O)c3cc(C(=O)N(C)c4ccc(C)c(C)c4)sc3c2c1	-13%[9.22 µM]	-4.3%	·	8%	-31%	·	·
CN1CC[n+]2c(CN3C(=O)c4ccccc4C3=O)csc21	-25%	-1.0%	2%	4%	9%[46.1 µM]	4%	18%[38.3 µM]
O=C(CN1CCN(c2ccc(F)cc2)CC1)OCc1ccccc1	7%	-6.9%	1%	3%	11%[46.1 µM]	0%	-4%
CC(=O)c1oc2ccccc2c1N	-2%	-1.9%	1%	0%	4%[46.1 µM]	-2%	-8%[38.3 µM]
CCOC(=O)c1ccc(NC(=O)N2CCN(C3CCCCC3)CC2)cc1	1%	0.0%	-4%	5%	-12%[46.1 µM]	6%	10%[38.3 µM]
CC(C)(C)OC(=O)N1CCC[C@H]1C(O)(c1ccccc1)c1ccccc1	·	-0.3%	-1%	-8%	·	·	12%

Marked active in Epigenetic reg (from the list above):
SMILES | HTT aggregate | Epigenetic reg | CBFb-RUNX1 inh | NPSR antag
CCCCNc1ccc2c3c(cccc13)C(=O)N(CCCC)C2=O | ? | 3.2µM* | ? | ?

(list continues)
compound	HTT aggregate	Epigenetic reg	Luc counter	CBFb-RUNX1 inh	NPSR antag	LMNA splice mod	IMPase Li inh
Cn1c(C(=O)OC(C(=O)NC2CCCCC2)c2ccccn2)cc2sccc21 (stereo not drawn)	-6%	0.0%	-2%	2%	-27%[46.1 µM]	-6%	8%
Cc1cccc(C)c1OCC(=O)N/N=C/c1ccncc1	6%	0.0%	1%	-3%	5%	?	4%
COc1cc2c(cc1OC)C1=C(C#N)CN(C3CCCCC3)CN1CC2	-18%	0.8%	14%	-6%	6%[46.1 µM]	1%	32%[activator][38.3 µM]
COc1ccc(C(=O)N2CCN(C(=O)c3ccncc3)CC2)cc1	-5%	0.3%	6%	4%	9%[46.1 µM]	5%[0.0737 µM]	5%[38.3 µM]
O=C(NCCCCc1ccccc1)C12CN(Cc3ccccc3)CC1C(c1ccc([N+](=O)[O-])cc1)=NO2 (stereo not drawn)	-2%	0.9%	2%	?	-22%[46.1 µM]	-16%	10%
CCOC(=O)N/N=C(\C)c1ccc(Br)cc1	-7%	-1.9%	15%	3%	-8%[46.1 µM]	1%	42%[38.3 µM]
C=C1c2ccccc2S(=O)(=O)N(Cc2ccccc2)C1COCc1ccccc1 (stereo not drawn)	16%[9.22 µM]	0.0%	·	26%	-13%	·	·
COc1ccc2c(c1)c1ncn(CCN3CCCCC3)c(=O)c1n2C	-3%	-2.2%	-2%	2%	10%[46.1 µM]	-6%	25%[38.3 µM]
COc1ccc(NC(=O)C/C(C)=N/NC(=O)C(=O)Nc2cccc(Cl)c2C)c(OC)c1	?	?	1%	6%	6%	·	-2%
COc1ccc(-c2nnn(Cc3ccccc3F)n2)cc1	-2%	-2.0%	0%	?	-13%[46.1 µM]	-7%	4%
Cc1ccc(NC(=O)OCc2cncs2)cc1	19%	1.7%	-1%	9%	10%	·	5%
CCCN1Cc2cccc(C(=O)Nc3ccc(CC)cc3)c2C1=O	3%	0.9%	0%	2%	-29%[46.1 µM]	-1%	20%[38.3 µM]
CCc1c2c(nc3ccc(OC)cc13)OC(C)C2 (stereo not drawn)	·	0.2%	3%	8%	·	·	-10%
O=C(NN=C1CCCCC1)c1cc(-c2ccccc2)n[nH]1	?	0.0%	0%	-5%	24%	-12%	-2%
Cc1cc[n+](-c2[nH]c(=O)sc2/C=N/NC([S-])=Nc2ccccc2)cc1	1%	-1.0%	1%	-28%	-7%	-13%	7%
COc1cccc(NC(=O)C23CCC(C)(C(=O)O2)C3(C)C)c1 (stereo not drawn)	4%	1.1%	-1%	-1%	0%[46.1 µM]	0%	6%[38.3 µM]
CCn1ncc(C2=NOC(C(=O)Nc3ccc4c(c3)OCO4)C2)c1C (stereo not drawn)	?	-10%	-3%	-9%	?	?	8%[38.3 µM]
COc1ccc(CC(=O)OCC(=O)Nc2ccc3c(c2)OCO3)cc1OC	20%	1.3%	1%	0%	3%	-4%[46 µM]	-1%
CCOC(=O)c1cnc2c(c(C)nn2CC)c1NCCN1CCOCC1	2%	-1.5%	2%	4%	20%	·	21%
CCN(CC)Cc1c(O)ccc2c([N+](=O)[O-])c(C)n(-c3ccc(OC)cc3)c12	5µM*	3.5%	-2%	-1%	-8%[46.1 µM]	?	11%
CCOC(=O)CCCn1nc(C)n2c(cc3sccc32)c1=O	-3%	-2.0%	1%	-1%	2%[46.1 µM]	-8%	0%
C=CCn1c(SCC(N)=O)nnc1-c1cc(Br)ccc1O	-11%	3.2%	1%	8%	4%[46.1 µM]	-1%	18%[38.3 µM]
O=C(O)[C@@H]1[C@@H]2C[C@@H]2CN1c1ncccc1[N+](=O)[O-]	5%	1.3%	-1%	-3%	15%	-4%[46 µM]	-2%
CSc1nc2c(c(=O)[nH]1)C(c1cccc(Cl)c1Cl)CC(=O)N2 (stereo not drawn)	-2%	0.0%	0%	-2%	-20%	-9%[9.22 µM]	16%
O=C(CCOc1ccccc1)Nc1cccc(S(=O)(=O)Nc2ccccc2Cl)c1	13%	6.7%	0%	13%	-3%	?	16%
COc1cc(S(=O)(=O)N(C)C)ccc1F	-17%	-0.8%	-1%	3%	-8%[46.1 µM]	-5%	2%
COc1ccc2[nH]c3c(NCCN4CCCCC4)ncnc3c2c1	-11%	1.0%	-6%	3%	?	?	-3%[38.3 µM]
CCCOc1cccc(C(=O)NC(=S)Nc2ccccc2)c1	22%	1.3%	1%	3%	-19%	?	9%
CC1CCCCN1C(=O)c1ccccc1OC1CCN(S(C)(=O)=O)CC1 (stereo not drawn)	-8%[9.22 µM]	-1.2%	-1%	1%	-20%	·	12%
Nc1nonc1-c1nc2ccccc2n1Cc1ccccc1	?	3.6%	-4%	19%	-3%[46.1 µM]	?	36%[activator][38.3 µM]
COc1ccc(OCC(=O)Nc2ccc(N3CCOCC3)c(Cl)c2)cc1	?	-1.1%	-1%	7%	-13%[46.1 µM]	-14%	3%[38.3 µM]
CN(C)c1nc(N)nc(CSc2nnnn2C)n1	-20%	-1.1%	2%	6%	-10%[46.1 µM]	2%	14%[38.3 µM]
CCCCCC(=O)Nc1nnn(CCC)n1	5%[9.22 µM]	7.6%	0%	-2%	-5%[46.1 µM]	-7%	-10%[38.3 µM]
O=C(OCCC1Oc2cccnc2NC1=O)c1ccc(F)cc1 (stereo not drawn)	28%	1.1%	2%	4%	5%	·	5%
CCOc1ccccc1NC(=O)CSc1nc2nc(-c3cccs3)cc(C(F)(F)F)c2c(=O)[nH]1	-8%[9.22 µM]	0.0%	·	7%	-24%	·	·
CN(C1=NC(=O)C(CC(=O)Nc2ccc(Br)cc2)S1)c1ccc(O)cc1 (stereo not drawn)	-12%	-1.1%	-2%	-1%	-18%[46.1 µM]	-14%	5%[38.3 µM]
CCOC(=O)c1c(-c2ccc(C)cc2)csc1NC(=O)C1CC=CCC1C(=O)O (stereo not drawn)	28%	1.2%	-1%	-3%	-21%[46.1 µM]	3%	-19%[38.3 µM]
CCOc1ccc(-n2c(-c3ccc(OC)cc3)c[n+]3c2CCCCC3)cc1	7.9µM*	0.0%	0%	1%	17%	?	8%
COCCn1c(C(C)C)nc2oc3ccccc3c(=O)c2c1=O	-10%	-0.2%	-2%	-1%	3%[46.1 µM]	9%	-5%[38.3 µM]
COc1ccc(NC(=O)NC(C)c2ccncc2)cc1OC (stereo not drawn)	-6%	0.0%	-1%	4%	0%[46.1 µM]	6%	19%[38.3 µM]
CCN(CC)S(=O)(=O)c1ccc(Cl)c(C(=O)Nc2cc(C)nn2-c2ccccc2C(F)(F)F)c1	14%	0.0%	3%	0%	-5%	?	6%
Cc1cc2c(c(=O)n1CCN(C)C)C(c1ccc(Cl)cc1)C(C#N)=C(N)O2 (stereo not drawn)	-13%	-1.0%	7%	6%	-6%[46.1 µM]	-4%	25%[38.3 µM]
Cn1c(NC(=O)/C=C/c2ccccc2)cc(=O)n(C)c1=O	?	0.0%	-2%	4%	15%	?	7%
CCCN(CC(=O)Nc1cc(C)on1)S(=O)(=O)c1cccc(C(F)(F)F)c1	-8%	2.5%	-1%	13%	-15%	?	0%
O=C(NCc1nc2ccccc2[nH]1)C1=C[C@@H](C2CCCCC2)C[C@@H](OCc2ccc(CO)cc2)O1	-23%[9.22 µM]	6.0%	·	-11%	?	·	13%

Not all compounds are listed, so the mix of outcomes need not match the whole.
